# bovine MsrA act: bovine MsrA enzyme activators, primary screen, biochemical, absorbance, HTS; activation, % at 10.6 µM; hit rate 0.3% among 360,000; Methionine sulfoxide reductase A (Bos taurus); AID 602163, 2012; purified bovine MsrA, absorbance read-out; in the data active = activation above about 7.5%;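 note: 0% = vehicle and 100% = reference activator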
# Rin1 Abl inh: inhibitors of Rin1-Abl protein binding, primary screen, biochemical, TR-FRET; AID 588664, 2011; inhibition, % at 7.35 µM; hit rate 0.4% among 360,000; in the data active = inhibition above about 5%, passing the limit was not always enough
# CendR NRP1 mod: modulators of CendR peptide binding to NRP-1, primary screen, biochemical, fluorescence polarization, uHTS; FAM-RPARPAR peptide binding to NRP-1; hit rate 0.85% among 360,000; Neuropilin-1 (Homo sapiens), O14786; AID 602438, 2012; inhibition, % at 25 µM;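 active = inhibition or corrected inhibition above about 18%, plus a signal ratio from 0.5 to 1.5, limit read from the data, passing the limit was not always enough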; note: strong numbers were not always called active
# E coli Lon inh: inhibitors of E. coli Lon protease, primary screen, biochemical, fluorescence polarization; P0A9M0; purified E. coli Lon protease; hit rate 0.42% among 360,000; AID 602123, 2011; inhibition, % at 7.94 µM; in the data active = inhibition above about 13%, passing the limit was not always enough;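 note: 0% = enzyme with probe and DMSO and 100% = no enzyme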
# PABP1 MLLE inh: inhibitors of PABP1 MLLE–PAM2 peptide binding, primary screen, biochemical, fluorescence polarization, FITC-PAM2, GST-MLLE. inhibition, % at 20 µM. hit rate 0.36% among 360,000. AID 588489, 2011; in the data active = inhibition above about 35%, passing the limit was not always enough;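 note: plate controls were DMSO wells with GST-MLLE for no effect and wells lacking GST-MLLE protein for full effect; some results filed as inactive read as strong as hits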
# Neddyl block: inhibitors of cullin neddylation, primary screen, biochemical, TR-FRET, uHTS, NAE and Ubc12; NEDD8-conjugating enzyme Ubc12 (Homo sapiens) + NEDD8-activating enzyme E1 regulatory …; calls only at 25 µM; hit rate 0.58% among 360,000; AID 651699, 2012; in the data active = inhibition above about 36%
# FAS TE block: FAS thioesterase domain inhibitors, primary screen, biochemical, fluorescence intensity, uHTS | Fatty acid synthase (Homo sapiens), P49327 | recombinant FAS-TE, OMFH fluorogenic substrate, fluorescence endpoint | hit rate 0.67% among 360,000 | inhibition, % at 15 µM;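 active = compounds whose normalised, plate-corrected inhibition of enzyme fluorescence in the single-dose primary screen is 50% or more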;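 note: 0% = DMSO with enzyme and 100% = substrate without enzyme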
# MT1-MMP act inh: blockers of MT1-MMP proenzyme processing, primary screen, HT1080 RFP-PRO-GFP cells, GFP/RFP fluorescence. AID 651647, 2012. Matrix metalloproteinase-14 (Homo sapiens), P50281. GFP/RFP ratio change, % at 20 µM. hit rate 0.061% among 360,000. GFP/RFP ratio fluorescence, overnight; percent of plate control window, DMSO zero;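 active = GFP/RFP ratio change of at least 30% with cell ATP level not reduced by more than half and red fluorescence within 50% of control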; note: strong numbers were not always called active
#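 Assay system: HT1080 RFP-PRO-GFP cells. Benchmarks: DMSO vehicle wells and RFP-L50D-GFP reporter cell wells. Times: overnight cell settling, then overnight compound exposure, 37 °C, 5% CO2. Compound: 20 µM single dose, 1% DMSO. Read-out basis: GFP/RFP fluorescence ratio.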
# SKN-1 block: suppressors of acrylamide-induced Pgst-4::GFP reporter in worms, primary screen, SKN-1 inhibitor project, whole organism, uHTS, GFP/RFP fluorescence ratio, strain VP596; AID 624304, 2012; inhibition, % at 21.8 µM; C. elegans VP596 Pgst-4::GFP/RFP ratio, 24 h; hit rate 0.49% among 360,000;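 active = interference check ratio from 0.5 to 1.5 plus GFP to RFP signal ratio inhibition reaching or exceeding a fixed threshold, cut at about 30% in these data, passing the limit was not always enough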; note: some compounds called inactive have numbers as strong as hits
# * marks the source's active call; other numbers are inactive results; i = inactive; . = not tested or not shown. Hits appear at their usual frequency, and some 4% of all compounds hit somewhere here.
nr	Compound	PABP1 MLLE inh	MT1-MMP act inh	FAS TE block	Neddyl block	CendR NRP1 mod	Rin1 Abl inh	SKN-1 block	E coli Lon inh	bovine MsrA act
1	Cc1ccc(NC(=O)CCc2ccccc2)cc1C	9	1	-2	i	0	2	-2	-7	0
2	CCOC(=O)c1c(NC(=O)Nc2ccc(F)cc2)sc2c1CCN(C)C2	-40	-2	-18	i	-39	0	5	-23	-1
3	COC(=O)C(=Cc1ccc(OCc2ccc([N+](=O)[O-])cc2)c(OC)c1)C(=O)OC	-12	-10	1	i	-2	-3	0	5	-2
4	CC1CN(C(=O)c2cc3cc([N+](=O)[O-])ccc3oc2=O)CC(C)O1 (configuration not stated)	-3	6	3	i	-4	-1	-8	-1	-2
5	CCn1c(=S)sc2c(=O)n(CC(=O)Nc3ccc(OC)c(Cl)c3)c(C)nc21	4	6	33	i	2	5	-6	-6	-9
6	CCN(CC)CCCNC(=O)c1ccc(CS(=O)(=O)c2ccccc2OC)o1	-4	-1	-5	i	6	-1	8	-7	0
7	COc1ccc(CN2CCN(S(=O)(=O)c3ccccc3)CC2)c(OC)c1	-16	-3	4	i	-3	2	1	-4	-1
8	CC(=O)c1cc(-c2ccccc2)n(CC(=O)N2CCCCC2)c1C	9	-1	-1	i	-5	2	-12	-1	-15
9	O=C(COc1coc(CN2CCN(c3ccccc3F)CC2)cc1=O)Nc1ccccc1	5	8	-6	i	10	3	-16	-2	-4
10	CN(CC(=O)Nc1ccccc1C(F)(F)F)Cc1c(O)ccc2ccccc12	15	-2	13	i	14	2	19	10	-5
11	O=[N+]([O-])c1ccc(-c2ccc(/C=N/n3cnnc3)o2)c(Br)c1	-18	-5	30	i	0	0	5	8	-4
12	Oc1c(Br)cc(Br)cc1/C=N/n1c(-c2ccccc2)n[nH]c1=S	-57	-3	16	i	-61	2	-17	-10	-1
13	CN(Cc1cccs1)c1nc(-c2cccnc2)nc2ccccc12	13	-4	34	i	-4	-7	18	1	-5
14	CN(c1nc2ccccc2nc1Cl)S(=O)(=O)c1ccccc1	11	1	12	i	-1	0	8	-2	3
15	COc1ccc(CC(N)c2csc(NC(=O)c3cc(C(C)(C)C)nn3Cc3ccccc3)n2)cc1 (configuration not stated)	-29	-12	-64	i	-20	-2	2	-1	-4
16	Cc1ccc(NC(=O)[C@@H]2CCCN2S(=O)(=O)c2ccccc2F)cc1S(=O)(=O)N1CCOCC1	27	-4	-9	i	3	1	6	-1	-9
17	C[C@H](CO)N1C[C@H](C)[C@@H](CN(C)C(=O)c2cccc(F)c2)Oc2cc(-c3cncnc3)ccc2S1(=O)=O	-5	-1	-6	i	-4	2	12	-4	0
18	CCN(CC)CCCNc1cc2n(c(=O)n1)CCc1cc(OC)c(OC)cc1-2	-15	0	-9	.	-13	-2	12	-18	0
19	Cn1c(CO)nc2c3ccccc3ccc21	5	-3	-9	i	4	-3	-7	7	-6
20	O=C(CCC(=O)N1CCN(c2cccc(Cl)c2)CC1)c1cccs1	-7	-7	8	i	15	0	11	-5	0
21	COC(=O)c1cccc(C(=O)N2CCCC(CCC(=O)N(C)CCc3ccccn3)C2)c1 (configuration not stated)	0	2	-7	i	6	-1	3	-8	-4
22	COc1ccc(CCN2C(=O)N[C@@H](CCC(=O)O)C2=O)cc1	-6	-4	-2	i	9	-1	15	-3	-2
23	COc1ccc(C(CC(=O)Nc2cc([N+](=O)[O-])ccc2OC)c2ccccc2)cc1 (configuration not stated)	26	-11	61*	i	2	-3	-7	1	-2
24	Oc1ccc(N2CCN(c3ncnc4sc5c(c34)CCC5)CC2)cc1	4	-6	4	i	-12	3	13	0	-2
25	O=C(NCCCn1ccnc1)c1nn2c(C(F)(F)F)cc(-c3ccccc3)nc2c1Cl	13	1	-17	i	-2	-5	-2	-10	-4
26	COc1ccccc1NS(=O)(=O)c1cc(NC(=S)Nc2cc(C)cc(C)c2)ccc1Cl	25	-1	24	i	7	0	-3	11	-7
27	COC(=O)c1nn(-c2ccc(C)cc2)ccc1=O	6	-2	-5	i	9	0	0	2	-5
28	CN(CP(=O)(O)C(O)c1ccccc1)S(C)(=O)=O (configuration not stated)	6	2	-6	i	6	-3	3	1	-3
29	O=C(CSC1=NS(=O)(=O)c2cc(Cl)ccc2N1)NCc1ccccc1	6	1	-5	i	-1	1	5	2	-3
30	CCOc1ccc(C2C=C(c3ccc(C)cc3)Nc3nnnn32)cc1 (configuration not stated)	70	-200	-2	i	3	1	-26	24*	-3
31	CC(=O)c1ccc(N2CCN(C(=O)c3ccc(Cl)c(NC4=NC5CS(=O)(=O)CC5S4)c3)CC2)cc1 (configuration not stated)	-101	-1	-6	i	7	-1	-17	-3	-4
32	CSc1nnc(-c2ccccc2)c(=O)[nH]1	-10	-1	-5	i	1	2	8	-1	-11
33	Cc1cccc(NC(=O)Cn2cc([N+](=O)[O-])cn2)n1	-12	1	-3	i	5	-1	3	-2	-6
34	CC1(C)CC(=O)C=C(c2cccc(Br)c2)C1	-4	-5	1	i	-5	2	16	-6	-2
35	NC(=O)C1=C[C@@H](c2coc3ccccc3c2=O)C[C@@H](OCCCCO)O1	-6	4	-12	i	2	2	8	-3	-9
36	CCOC(=O)c1c(C)c(C(=O)NCCCOC)c(C)n1C	-3	-2	-5	i	-13	3	27	-2	-1
37	O=C(CC1(O)C(=O)Nc2ccccc21)c1ccc(-n2cccc2)cc1 (configuration not stated)	0	7	-10	i	-9	-1	32	-7	-5
38	COc1ccc(C(=O)N/C(=C\c2ccc(Cl)cc2)C(=O)NCc2ccncc2)cc1	1	-3	10	i	0	-6	12	-13	0
39	NC(=O)C1CCN(c2nc(-c3cccc(Cl)c3)cs2)CC1	-2	5	-6	i	24	-2	4	-12	0
40	CSc1ccc(S(=O)(=O)N2CCC(C(=O)NCC3CCCO3)CC2)cc1 (configuration not stated)	-87	4	-1	i	2	-1	12	-11	-3
41	CC1(C(=O)NCCc2c[nH]c3ccccc23)C=CCN1C(=O)c1ccccc1 (configuration not stated)	11	-6	-11	i	-19	0	4	-7	-5
42	Cc1ccc2cc(/C=N/NC(=O)[C@H](C)NC(=O)OC(C)(C)C)c(Cl)nc2c1	0	-1	-25	i	-1	0	-5	5	-5
43	Cc1cccc(CN2CCN(C3CN(Cc4cn(Cc5cc(C)cc(C)c5)nn4)S(=O)(=O)C3)CC2)c1 (configuration not stated)	.	4	-3	i	-8	.	1	-1	-7
44	Cc1noc(NS(=O)(=O)c2ccc(NC(=O)C(Cl)(Cl)Cl)cc2)c1C	11	-1	-5	i	7	6	-6	1	2
45	O=C(N/N=C/c1cc2c(cc1Cl)OCO2)c1ccncc1	-10	1	-9	i	-2	-1	0	2	-4
46	CCOC(=O)CNc1nc(Cl)nc(N2CCCCC2)n1	-7	2	-4	i	3	-6	-12	0	-5
47	O=C(Nc1ccc(N2CCOCC2)cc1)Nc1ccc(Cl)c(Cl)c1	4	6	16	i	6	5	13	-2	-6
48	OC(c1ccc(-c2ccccc2)cc1)c1ncc(-c2ccccc2)[nH]1 (configuration not stated)	-11	7	4	i	-4	-2	8	-7	-3
49	COc1ccc(-n2c(=O)c3ccccc3n(Cc3ccc(F)cc3)c2=O)cc1OC	2	-4	-15	i	-1	2	-3	-5	-2
50	CC(=O)Nc1cc(OC(C)=O)c2nonc2c1OC(C)=O	18	-3	-8	i	17	16*	-1	-4	5

# The list goes on:
nr	Compound	PABP1 MLLE inh	MT1-MMP act inh	FAS TE block	Neddyl block	CendR NRP1 mod	Rin1 Abl inh	SKN-1 block	E coli Lon inh	bovine MsrA act
51	COC(=O)c1cnn2c(C(F)(F)F)cc(-c3ccc(F)cc3)nc12	1	2	1	.	7	6	6	-11	2
52	CC1CCCCN1CCNC(=O)CN1C(=O)CSc2ccc(S(=O)(=O)N3CCCCC3)cc21 (configuration not stated)	-6	-3	-10	i	-8	2	-6	-7	-3
53	COc1ccc(/C=N/NC(=O)C(=O)N2CCN(c3ccccc3OC)CC2)cc1	7	7	-3	i	0	1	4	-8	-3
54	CCOc1ccc(NC(=O)C(=O)N/N=C/c2cccnc2)cc1	12	1	-15	i	-7	-2	-2	8	-2
55	FC(F)(F)c1cc(-c2ccc(Cl)cc2)nc(NCc2cccnc2)n1	-1	-3	18	i	-2	0	11	-4	0
56	Cn1c(Cn2c(=O)sc3ccccc32)nnc1SCC(=O)N1CCCCCC1	2	0	-4	i	5	3	-1	1	-4
57	COC(=O)C(CC(C)C)N(Cc1cc(OC)cc(OC)c1)S(=O)(=O)c1ccccc1Br (configuration not stated)	4	-6	20	i	0	-5	8	-1	-1
58	CC(C)(C)C1CCC2(CC1)C(C#N)=C(SCC(=O)NC1CCCCC1)NC(=O)C2C#N (configuration not stated)	31	7	29	i	17	2	6	-5	-6
59	COCCOc1ccc(C(F)(F)F)cc1NC(=O)COC(=O)C12CC3CC(CC(O)(C3)C1)C2	-7	1	3	i	7	-1	8	5	-1
60	COc1ccc(NC(=O)CN2C(=O)CC(C)(C)S(=O)(=O)c3ccccc32)cc1	-7	1	-1	i	-3	2	10	-5	0
61	Cc1ccc(CNS(=O)(=O)c2ccc(Br)s2)cc1	-8	-3	10	i	0	0	3	1	-2
62	O=C1CCC([N+](=O)[O-])C(c2cccc3ccccc23)N1 (configuration not stated)	6	2	-4	i	6	-6	4	-12	-2

# Of the compounds above, nine have two or more sulfur atoms:
nr	Compound	PABP1 MLLE inh	MT1-MMP act inh	FAS TE block	Neddyl block	CendR NRP1 mod	Rin1 Abl inh	SKN-1 block	E coli Lon inh	bovine MsrA act
5	CCn1c(=S)sc2c(=O)n(CC(=O)Nc3ccc(OC)c(Cl)c3)c(C)nc21	4	6	33	i	2	5	-6	-6	-9
16	Cc1ccc(NC(=O)[C@@H]2CCCN2S(=O)(=O)c2ccccc2F)cc1S(=O)(=O)N1CCOCC1	27	-4	-9	i	3	1	6	-1	-9
26	COc1ccccc1NS(=O)(=O)c1cc(NC(=S)Nc2cc(C)cc(C)c2)ccc1Cl	25	-1	24	i	7	0	-3	11	-7
29	O=C(CSC1=NS(=O)(=O)c2cc(Cl)ccc2N1)NCc1ccccc1	6	1	-5	i	-1	1	5	2	-3
31	CC(=O)c1ccc(N2CCN(C(=O)c3ccc(Cl)c(NC4=NC5CS(=O)(=O)CC5S4)c3)CC2)cc1 (configuration not stated)	-101	-1	-6	i	7	-1	-17	-3	-4
40	CSc1ccc(S(=O)(=O)N2CCC(C(=O)NCC3CCCO3)CC2)cc1 (configuration not stated)	-87	4	-1	i	2	-1	12	-11	-3
52	CC1CCCCN1CCNC(=O)CN1C(=O)CSc2ccc(S(=O)(=O)N3CCCCC3)cc21 (configuration not stated)	-6	-3	-10	i	-8	2	-6	-7	-3
56	Cn1c(Cn2c(=O)sc3ccccc32)nnc1SCC(=O)N1CCCCCC1	2	0	-4	i	5	3	-1	1	-4
61	Cc1ccc(CNS(=O)(=O)c2ccc(Br)s2)cc1	-8	-3	10	i	0	0	3	1	-2

# Assay outcomes (PubChem)
